SENP8 block = human SENP8 protease inhibitors, primary screen, biochemical, fluorescence, Nedd8 protein substrate, uHTS; Sentrin-specific protease 8 (Homo sapiens), Q96LD8; recombinant SENP8; inhibition, % at 20 µM; 0.64% of 360,000 active; AID 602440, 2012; in the data active means inhibition mostly above about 40%, no sharp cut-off; inactive means mostly below about 27%
Target sequence (Q96LD8 whole entry, looked up): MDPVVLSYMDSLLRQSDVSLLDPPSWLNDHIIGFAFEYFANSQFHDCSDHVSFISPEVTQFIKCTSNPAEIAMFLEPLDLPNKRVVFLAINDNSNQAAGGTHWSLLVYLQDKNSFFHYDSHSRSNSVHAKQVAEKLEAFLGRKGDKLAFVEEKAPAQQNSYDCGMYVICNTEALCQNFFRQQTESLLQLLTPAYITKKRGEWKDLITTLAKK
GRIN3A LBD mod = binders of NR3A ligand-binding domain, primary screen, biophysical, differential scanning fluorimetry, uHTS; Tm shift relative to glycine control, % at 25 µM; NR3A LBD differential scanning fluorimetry, Tm shift; 0% = protein alone, 100% = glycine-bound protein; 2.5% of 340,000 active; Glutamate receptor ionotropic, NMDA 3A (GRIN3A) ligand-binding domain;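 active means melting temperature shift of at least 10% of the positive control shift, at one fixed dose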
MPTP inh = mitochondrial permeability transition pore inhibitors, primary screen, biochemical, isolated mouse mitochondria, absorbance. Ca2+ swelling absorbance, 30 min. inhibition, % at 10 µM. 1.4% of 360,000 active;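 active means inhibition of 50% or more, scaled per plate between neutral and stimulator controls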;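 further: 0% = DMSO wells given calcium and 100% = 1 mM EGTA wells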
HKDC1 inh = HKDC1 hexokinase inhibitors, primary screen, biochemical, fluorescence, uHTS; recombinant HKDC1, G6PDH/diaphorase resazurin coupled fluorescence; inhibition, % at 20 µM; Q2TB90; AID 493160, 2011; 0.16% of 340,000 active;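 active means inhibition above about 35% when tested at 20 µM, limit read from the data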;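 further: plate controls were DMSO wells with enzyme for no effect and DMSO wells lacking enzyme for full effect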
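Test system: HK5 enzyme. Quantity: 5 µg/mL HK5 final. Reagent: glucose and ATP substrates. Schedule: 90 min reaction incubation at room temperature, dark. Technique: resazurin-to-resorufin fluorescence via G6PDH and diaphorase coupling, 525/613 nm. Control set: DMSO wells with and without enzyme mix.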
SENP7 inh = SENP7 protease inhibitors, primary screen, biochemical, luminescence, uHTS; inhibition, % at 5 µM; 1.5% of 330,000 active; recombinant SENP7, Z-RLRGG-aminoluciferin luminescence, 40 min; AID 434973, 2010;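 active means inhibition above about 50% at the single test dose, limit read from the data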;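 further: plate controls were DMSO with enzyme for no effect and no enzyme buffer wells for full effect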
Target sequence (Q9BQF6 706-1050 limits assumed): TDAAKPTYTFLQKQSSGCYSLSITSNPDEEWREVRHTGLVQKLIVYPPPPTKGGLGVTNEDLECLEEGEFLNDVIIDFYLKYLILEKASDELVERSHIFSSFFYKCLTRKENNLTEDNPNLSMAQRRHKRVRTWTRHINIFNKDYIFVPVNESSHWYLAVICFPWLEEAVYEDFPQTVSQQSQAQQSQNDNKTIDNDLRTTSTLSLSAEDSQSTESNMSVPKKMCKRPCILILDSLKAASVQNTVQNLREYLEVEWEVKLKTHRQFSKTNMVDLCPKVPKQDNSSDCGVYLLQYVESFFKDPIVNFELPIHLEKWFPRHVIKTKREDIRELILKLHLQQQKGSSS
PfG6PD inh = PfG6PD enzyme inhibitors, primary screen, biochemical, fluorescence intensity, uHTS; glucose-6-phosphate dehydrogenase-6-phosphogluconolactonase (Plasmodium falciparum 3D7); 0.78% of 350,000 active; inhibition, % at 20 µM; PfGluPho enzyme, NADPH resazurin-diaphorase fluorescence;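 active means inhibition reaching at least a set limit at 20 µM in the primary screen, cut at about 59% in these data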;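 further: 0% = DMSO wells with substrate and 100% = DMSO wells lacking glucose-6-phosphate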
SENP6 block = SENP6 protease inhibitors, primary screen, biochemical, luminescence, uHTS; Recombinant SENP6 catalytic domain, aminoluciferin luminescence; AID 2599, 2010; Sentrin-specific protease 6 (Homo sapiens), Q9GZR1; 1.8% of 330,000 active; inhibition, % at 10 µM;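 active means inhibition above about 50% at the single tested dose, limit read from the data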;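 further: plate controls were DMSO wells with enzyme for no effect and DMSO wells lacking enzyme for full effect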
ATG4B inhibitor = ATG4B protease inhibitors, primary screen, biochemical, fluorescence, uHTS; Cysteine protease ATG4B (Homo sapiens), Q9Y4P1; ATG4B cleavage of LC3-PLA2, NBD-HPC fluorescence, 1 h; inhibition, % at 8.33 µM; 0.51% of 340,000 active; AID 504462, 2011; in the data active means inhibition above about 40%
Target sequence (Q9Y4P1 whole entry, looked up): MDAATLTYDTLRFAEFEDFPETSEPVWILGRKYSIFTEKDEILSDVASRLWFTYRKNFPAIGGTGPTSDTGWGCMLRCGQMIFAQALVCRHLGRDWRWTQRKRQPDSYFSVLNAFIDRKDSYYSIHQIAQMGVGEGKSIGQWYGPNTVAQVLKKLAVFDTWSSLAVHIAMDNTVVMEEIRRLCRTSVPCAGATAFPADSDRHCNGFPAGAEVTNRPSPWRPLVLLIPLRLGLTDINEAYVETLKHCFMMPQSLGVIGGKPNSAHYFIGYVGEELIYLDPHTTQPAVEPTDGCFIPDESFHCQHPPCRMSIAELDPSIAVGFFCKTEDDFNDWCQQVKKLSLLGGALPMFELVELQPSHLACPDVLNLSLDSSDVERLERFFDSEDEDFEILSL
* hit, by the source's call; & = joins results of further samples.

`CC(=O)c1ccc(S(=O)(=O)N2CCCC2)cc1` gave SENP8 block -4, GRIN3A LBD mod 2, MPTP inh -1.6, HKDC1 inh -4, SENP7 inh -2, PfG6PD inh -7, SENP6 block 2 and ATG4B inhibitor -3.
CC(=O)Nc1c(Cl)cc2c(c1Cl)Cc1cc(C#N)ccc1-2 was read as SENP8 block -190, GRIN3A LBD mod -6, MPTP inh -0.1, HKDC1 inh 1, PfG6PD inh 22 and ATG4B inhibitor 0.
COc1ccc(C(=O)Oc2cc(/C=N/NC(N)=S)ccc2OC)cc1 was read as SENP8 block 18, GRIN3A LBD mod 0, MPTP inh 1.5, HKDC1 inh 0, SENP7 inh 3, PfG6PD inh 21, SENP6 block -2 and ATG4B inhibitor -26.
C/C(=N/NC(=O)c1ccncc1)c1cc2ccc(O)cc2oc1=O was read as SENP8 block -404, GRIN3A LBD mod 1, MPTP inh -11, HKDC1 inh -5, SENP7 inh -1, PfG6PD inh 8, SENP6 block 0 and ATG4B inhibitor inactive.
COC(=O)c1scc(S(=O)(=O)C(C)C)c1N/N=C(\C#N)C(=O)c1ccc(Cl)cc1 was read as SENP8 block -1, GRIN3A LBD mod 5, MPTP inh 73*, HKDC1 inh 3, SENP7 inh -5, PfG6PD inh -7, SENP6 block -3 and ATG4B inhibitor -5.
Screening CN(CC(=O)Nc1ccc(F)cc1)C(=O)COc1ccc([N+](=O)[O-])cc1Cl returned SENP8 block 18, GRIN3A LBD mod -10, MPTP inh -0.5, HKDC1 inh -2, SENP7 inh -7, PfG6PD inh -1, SENP6 block -6 and ATG4B inhibitor 0.
For O=C(Nc1cccc(Cl)c1)OCc1cn(-c2ccc(Cl)cc2)nn1 the results were SENP8 block 12, GRIN3A LBD mod -2, MPTP inh -0.5, HKDC1 inh -10, SENP7 inh 0, PfG6PD inh -12, SENP6 block 6 and ATG4B inhibitor -2.
Cc1ccc(CNC(=O)Cn2nnc(C(=O)Nc3ccc(Br)cc3)c2N)cc1 was read as SENP8 block 3, GRIN3A LBD mod -11, MPTP inh 0.5, HKDC1 inh -4, SENP7 inh 0, PfG6PD inh -6, SENP6 block -19 and ATG4B inhibitor -4.
`O=C(COC(=O)c1ccc[n+]([O-])c1)Nc1ccccc1OC(F)F` gave SENP8 block 16, GRIN3A LBD mod -12, MPTP inh -1.5, HKDC1 inh -5, SENP7 inh -2, PfG6PD inh -6, SENP6 block -14 and ATG4B inhibitor -4.
COc1ccc(C(=O)NC(=S)Nc2ccc(CN3CCOCC3)cc2)cc1OC was read as SENP8 block 12, GRIN3A LBD mod 0, MPTP inh 0.8, HKDC1 inh -1, SENP7 inh -8, PfG6PD inh 11, SENP6 block -14 and ATG4B inhibitor -8.
Screening Cc1ccc(NC(=O)C/C(N)=N/OC(=O)Nc2cccc(Cl)c2)cc1 returned SENP8 block 4, GRIN3A LBD mod 0, MPTP inh 3.2, HKDC1 inh -5, SENP7 inh -3, PfG6PD inh 13, SENP6 block -3 and ATG4B inhibitor -5.
Screening C=CCNC(=O)c1ccccc1Cl returned SENP8 block 6, GRIN3A LBD mod 1, MPTP inh -1.4, HKDC1 inh 5, SENP7 inh -10, PfG6PD inh -13, SENP6 block -4 and ATG4B inhibitor 15.
Screening Cn1cnnc1SCC(=O)NC1CCCN(Cc2ccccc2F)C1 (configuration not stated) returned SENP8 block 12, GRIN3A LBD mod -6, MPTP inh 1.4, HKDC1 inh -1, SENP7 inh -3, PfG6PD inh 9, SENP6 block 18 and ATG4B inhibitor -6.
`Cc1cc(-c2cc(N)n(-c3ccccc3)n2)c(C)n1C1CCCC1` gave SENP8 block -7, GRIN3A LBD mod -1, MPTP inh 0.3, HKDC1 inh 12, SENP7 inh -4, PfG6PD inh -11, SENP6 block -7 and ATG4B inhibitor 0.
Screening Cn1c(=O)c2c(ncn2CC(=O)OCC(=O)Nc2ccccc2Cl)n(C)c1=O returned SENP8 block 22, GRIN3A LBD mod 1, MPTP inh 2.9, HKDC1 inh 10, SENP7 inh -5, PfG6PD inh 1, SENP6 block -10 and ATG4B inhibitor 3.
CCSc1nc2sc3c(c2c(=O)n1CC)CC(C)(C)OC3 was read as SENP8 block 7, GRIN3A LBD mod -4, MPTP inh 3.8, HKDC1 inh 0, SENP7 inh 1, PfG6PD inh -1, SENP6 block 4 and ATG4B inhibitor -9.
For CCOC(=O)N1CCC(NC(=O)CNS(=O)(=O)c2ccc(Br)s2)CC1 the results were SENP8 block 7, GRIN3A LBD mod 1, MPTP inh -0.8, HKDC1 inh 3, PfG6PD inh -5 and ATG4B inhibitor 10.
COc1ccc(NS(=O)(=O)c2cccc3nsnc23)cc1OC was read as SENP8 block 23, GRIN3A LBD mod -1, MPTP inh 0.9, HKDC1 inh -3, SENP7 inh 10, PfG6PD inh 2, SENP6 block -4 and ATG4B inhibitor -3.
For O=C(Nc1nccs1)C(=O)c1c[nH]c2ccccc12 the results were SENP8 block 6, GRIN3A LBD mod -10, MPTP inh -1.7, HKDC1 inh -2, SENP7 inh 29, PfG6PD inh 6, SENP6 block 38 and ATG4B inhibitor -9.
`CCOCC(=O)Nc1ccc2c(c1)OCCO2` gave SENP8 block 6, GRIN3A LBD mod -1, MPTP inh -0.2, HKDC1 inh -5, SENP7 inh -14, PfG6PD inh 6, SENP6 block -32 and ATG4B inhibitor 0.
For Cc1ccc(CNC(=O)CCc2ccc(S(=O)(=O)NC3CCCCC3)cc2)cc1 the results were SENP8 block 17, GRIN3A LBD mod 0, MPTP inh -1.9, HKDC1 inh -5, SENP7 inh 10, PfG6PD inh -8, SENP6 block 0 and ATG4B inhibitor -1.
`O=C(O)c1ccc(S(=O)(=O)c2ccc3c(c2)C(=O)N(NC(=O)c2ccncc2)C3=O)cc1` gave SENP8 block 4, GRIN3A LBD mod 0, MPTP inh 1.4, HKDC1 inh -6, SENP7 inh 2, PfG6PD inh -21, SENP6 block -18 and ATG4B inhibitor -5.
For CSC1=C(C#N)C(C)C2=C(CC(C)(C)CC2=O)N1 (configuration not stated) the results were SENP8 block -273, GRIN3A LBD mod 0, MPTP inh -4.1, HKDC1 inh -7, SENP7 inh -5, PfG6PD inh 1, SENP6 block 0 and ATG4B inhibitor -6.
`CCCn1c(SCC(=O)NCc2ccc(Cl)cc2)n[nH]c1=O` gave SENP8 block 9, GRIN3A LBD mod 0, MPTP inh -1.2, HKDC1 inh -5, SENP7 inh 5, PfG6PD inh 1, SENP6 block 7 and ATG4B inhibitor 5.
Screening CCOC(=O)CC(=O)CSc1nnc2sc3ccccc3n12 returned SENP8 block 13, GRIN3A LBD mod -1, MPTP inh 3.0, HKDC1 inh 2, SENP7 inh -9, PfG6PD inh -6, SENP6 block -9 and ATG4B inhibitor -6.
For Cc1cc(C)c2cc(C(=O)N(C)C3CCN(C)CC3)[nH]c2c1 the results were SENP8 block -30, GRIN3A LBD mod -1, MPTP inh -0.4, HKDC1 inh -2, SENP7 inh 0, PfG6PD inh 6, SENP6 block 11 and ATG4B inhibitor -10.
`Cn1ccnc1C1CCCCN1Cc1nc(-c2ccc3c(c2)OCO3)no1` (configuration not stated) gave SENP8 block 13, GRIN3A LBD mod -2, MPTP inh -0.4, HKDC1 inh -5, SENP7 inh 8, PfG6PD inh 5, SENP6 block 2 and ATG4B inhibitor -1.
`COc1cccc(N(C(=O)CNC(=O)c2ccco2)C(C(=O)NC2CCCC2)c2ccncc2)c1` (configuration not stated) gave SENP8 block 14, GRIN3A LBD mod -3, MPTP inh -0.6, HKDC1 inh 1, SENP7 inh 5, PfG6PD inh 0, SENP6 block -6 and ATG4B inhibitor -15.
For CC/C(O)=C1\C(=O)CC(C)(C)CC1=NCCc1nc2ccccc2[nH]1 the results were SENP8 block 9, GRIN3A LBD mod 0, MPTP inh -1.5, HKDC1 inh -8, SENP7 inh -9, PfG6PD inh 4, SENP6 block -2 and ATG4B inhibitor -27.
CCCC[n+]1ccc(-c2nc3ccc([N+](=O)[O-])cc3[nH]2)cc1 was read as SENP8 block -120, GRIN3A LBD mod 1, MPTP inh 1.0, HKDC1 inh -3, SENP7 inh -15, PfG6PD inh -6, SENP6 block -31 and ATG4B inhibitor -4.
CC1=C(C(=O)NC2CCCC(C)C2C)C2(CCCCC2)OC1=O (configuration not stated) was read as SENP8 block 5, GRIN3A LBD mod 1, MPTP inh -1.6, HKDC1 inh -4, SENP7 inh -2, PfG6PD inh -23, SENP6 block 4 and ATG4B inhibitor -2.
For O=C(Cc1cccs1)Nc1cccc([N+](=O)[O-])c1 the results were SENP8 block 21, GRIN3A LBD mod -1, MPTP inh 4.1, HKDC1 inh -8, SENP7 inh 2, PfG6PD inh 11, SENP6 block 5 and ATG4B inhibitor -6.
For O=C(Nc1cnn(Cc2ccc(Cl)cc2)c1)c1ccc([N+](=O)[O-])cc1 the results were SENP8 block 32, GRIN3A LBD mod -9, MPTP inh 1.5, HKDC1 inh 0, SENP7 inh -4, PfG6PD inh 13, SENP6 block 18 and ATG4B inhibitor -16.
CC(=O)c1c(C)[nH]c(C(=O)COC(=O)CNS(=O)(=O)c2ccccc2)c1C was read as SENP8 block 10, GRIN3A LBD mod 6, MPTP inh 2.1, HKDC1 inh -10, SENP7 inh -12, PfG6PD inh 8, SENP6 block 4 and ATG4B inhibitor 1.
For CCC1Nc2ncnc(N3CCOCC3)c2N(Cc2ccc(Br)cc2)C1=O (configuration not stated) the results were SENP8 block -13&-19, GRIN3A LBD mod -5, MPTP inh -1.8&0.0, HKDC1 inh -4, SENP7 inh 5, PfG6PD inh 5, SENP6 block 2 and ATG4B inhibitor 2.
Screening Cc1c(C(=O)N2CCN(C(c3ccccc3)c3ccccc3)CC2)oc2ccccc12 returned SENP8 block 3, GRIN3A LBD mod 0, MPTP inh -0.6, HKDC1 inh 0, SENP7 inh 3, PfG6PD inh 7, SENP6 block -15 and ATG4B inhibitor -1.
For O=C(COc1ccccc1)N[C@@H]1c2ccccc2CC[C@@H]1OCc1ccccc1 the results were SENP8 block -3, GRIN3A LBD mod 3, MPTP inh -0.7, HKDC1 inh -2, SENP7 inh 1, PfG6PD inh -3 and ATG4B inhibitor 7.
CC(C)(C)CC(=O)Nc1nn[nH]n1 was read as SENP8 block 19, GRIN3A LBD mod 1, MPTP inh -2.4, HKDC1 inh -10, SENP7 inh -3, PfG6PD inh -4, SENP6 block -10 and ATG4B inhibitor 7.
`Cc1ccc2sc(NC(=O)CSc3nc(C)cc(C)c3C#N)nc2c1` gave SENP8 block -294, GRIN3A LBD mod 1, MPTP inh 1.2, HKDC1 inh -12, SENP7 inh -1, PfG6PD inh 10, SENP6 block 3 and ATG4B inhibitor -13.
COc1cc2c(cc1Cl)C(=O)C(F)(c1ccccc1)C(=O)N2 (configuration not stated) was read as SENP8 block 3, GRIN3A LBD mod -2, MPTP inh 13, HKDC1 inh 1, SENP7 inh 3, PfG6PD inh 10, SENP6 block -15 and ATG4B inhibitor -9.

An excerpt from above in order of SMILES length, largest number first.
`O=C(O)c1ccc(S(=O)(=O)c2ccc3c(c2)C(=O)N(NC(=O)c2ccncc2)C3=O)cc1` gave SENP8 block 4, GRIN3A LBD mod 0, MPTP inh 1.4, HKDC1 inh -6, SENP7 inh 2, PfG6PD inh -21, SENP6 block -18 and ATG4B inhibitor -5.
For O=C(Cc1cccs1)Nc1cccc([N+](=O)[O-])c1 the results were SENP8 block 21, GRIN3A LBD mod -1, MPTP inh 4.1, HKDC1 inh -8, SENP7 inh 2, PfG6PD inh 11, SENP6 block 5 and ATG4B inhibitor -6.
CC(C)(C)CC(=O)Nc1nn[nH]n1 was read as SENP8 block 19, GRIN3A LBD mod 1, MPTP inh -2.4, HKDC1 inh -10, SENP7 inh -3, PfG6PD inh -4, SENP6 block -10 and ATG4B inhibitor 7.

Source: PubChem BioAssay (Sanford-Burnham Center for Chemical Genomics)
